# Source: PubChem
# D1 PAM: enhances dopamine response at the human D1 receptor; P21728; HEK293 TREx D1 cells, calcium flux, dopamine EC20 potentiation; potentiation, % at 10 µM; actives 0.036% (n = 360,000); AID 504651; in the data active = potentiation above about 30%; also: 0% is about no effect
# Target sequence (P21728 whole entry, looked up): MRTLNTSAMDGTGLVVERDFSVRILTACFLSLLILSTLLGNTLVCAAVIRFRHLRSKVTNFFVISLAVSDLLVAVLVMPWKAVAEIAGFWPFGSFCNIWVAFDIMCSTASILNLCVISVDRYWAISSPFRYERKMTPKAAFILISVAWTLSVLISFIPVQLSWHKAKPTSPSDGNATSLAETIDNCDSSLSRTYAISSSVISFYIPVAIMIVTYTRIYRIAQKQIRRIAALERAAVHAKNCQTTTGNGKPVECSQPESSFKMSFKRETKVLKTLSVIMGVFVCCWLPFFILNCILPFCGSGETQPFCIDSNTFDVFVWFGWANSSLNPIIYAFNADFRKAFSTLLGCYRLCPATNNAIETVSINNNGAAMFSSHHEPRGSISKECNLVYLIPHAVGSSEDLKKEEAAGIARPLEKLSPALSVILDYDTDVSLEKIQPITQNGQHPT
# D1 antagonist: antagonists of human D1 dopamine receptor. HEK293 TREx D1 cells, calcium flux, dopamine EC80; stronger effect = lower value. activity change, negative = inhibition, % at 10 µM. actives 3.2% (n = 360,000). AID 504652; in the data active = activity change below about -30%; also: % is scaled to controls: 0 for no effect and ±100 for the full control effect
#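 Compound effects on dopamine-evoked calcium signalling were measured in tetracycline-induced HEK293 Trex D1 cells. Dopamine at EC80 followed a 180 s compound pre-read, and fluorescence was tracked kinetically for 180 s more.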
# RXFP1 ag: RXFP1 (human) receptor agonism; Q9HBX9; HEK293T-RXFP1 cAMP TR-FRET, 30 min; response scale: percent of porcine relaxin response, buffer zero; Potency, µM (titrated, usually from 57.5 µM), without a hit: top-dose activation, hits mostly activators; actives 0.3% (n = 370,000); AID 2676; also: potency is read from the fitted curve at half-maximal effect; % is scaled to controls: 0 for no effect and ±100 for the full control effect; nearly all actives have a fitted effect of over 60% in size; many of its hits are not listed in these tables
#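 HEK293 cells stably expressing RXFP1, treated 30 min at 37C with compounds plus PDE4 inhibitor Ro 20174; cAMP measured by HTRF TR-FRET. Normalized to buffer and 29 nM porcine relaxin; EC50 by Hill fit.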
# Apoferritin bind: candidate novel general anesthetic via apoferritin binding; apoferritin/1-aminoanthracene competitive binding, fluorescence; P02791; Potency, µM (top dose mostly 77.5 µM), inactives show top-dose activity change, negative = displacement, actives largely listed as inhibitors; actives 0.074% (n = 350,000); also: potency is read from the fitted curve at half-maximal effect; % is scaled to controls: 0 for no effect and ±100 for the full control effect; nearly all actives have a fitted effect of over 20% in size
# Target sequence (P02791 2-175 limits assumed): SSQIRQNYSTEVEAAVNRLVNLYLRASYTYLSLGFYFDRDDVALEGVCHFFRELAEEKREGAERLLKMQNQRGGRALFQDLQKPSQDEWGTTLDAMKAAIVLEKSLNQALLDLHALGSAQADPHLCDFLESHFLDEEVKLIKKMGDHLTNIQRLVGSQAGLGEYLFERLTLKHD
#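 Horse-spleen apoferritin (10 uM) in 50% saturated 1-aminoanthracene in PBS was incubated 10 min at room temperature with compound. Fluorescence (ex 380, em 535 nm) was normalized to free and bound 1-AMA, with concentration-response fitted by a four-parameter Hill equation.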
# D1 ag: activates the human D1 dopamine receptor; P21728; HEK293 T-REx D1 cells, calcium flux, agonist mode; activation, % at 2 µM; actives 1% (n = 360,000); AID 504660; in the data active = activation above about 30%; also: 0% is about no effect
#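 Inducible HEK293 T-REx D1 cells, force-coupled to calcium signalling, were plated at 4000 cells/well with tetracycline and held overnight at 30 C. After no-wash calcium dye loading, compound-evoked calcium rise over 180 s flagged agonists.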
# D2 PAM: positively modulates the human D2 dopamine receptor allosterically. HEK293 T-REx D2, calcium flux, EC20 dopamine potentiation. potentiation, % at 10 µM. actives 0.34% (n = 340,000);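 active = potentiation over 3 SD above the plate norm, cut at about 30% in these data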; also: 0% is about no effect
#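 Tetracycline-induced HEK293 T-REx cells force-coupled to calcium signalling expressed D2; compounds were pin-added after a 10 s baseline, read kinetically 180 s, then an EC20 dopamine challenge followed with a further 180 s calcium read.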
# TRHR agonist: activates the human TRH receptor; P34981; TRHR cells, calcium flux fluo-8, FDSS agonist mode; activation, % at 2 µM; actives 0.18% (n = 360,000); AID 493084; in the data active = activation above about 30%; also: 0% is about no effect
# Target sequence (P34981 whole entry, looked up): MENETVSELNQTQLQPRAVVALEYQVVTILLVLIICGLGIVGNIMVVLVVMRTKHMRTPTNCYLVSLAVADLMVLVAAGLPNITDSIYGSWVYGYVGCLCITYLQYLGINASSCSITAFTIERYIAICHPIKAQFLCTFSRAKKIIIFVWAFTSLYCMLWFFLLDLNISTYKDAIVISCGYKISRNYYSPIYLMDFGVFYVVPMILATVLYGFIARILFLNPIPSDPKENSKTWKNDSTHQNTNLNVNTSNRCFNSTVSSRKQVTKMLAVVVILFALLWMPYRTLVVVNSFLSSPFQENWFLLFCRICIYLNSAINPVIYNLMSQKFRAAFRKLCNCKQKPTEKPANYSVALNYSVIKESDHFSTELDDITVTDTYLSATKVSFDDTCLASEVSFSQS
#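 Steps: seed TRHR cells overnight; add fluo-8 no-wash Ca dye, RT 30 min–1.5 h; record 10 s baseline; pin-transfer compounds; monitor fluorescence 1 cycle/s for the agonist window. Calcium increases flag candidate agonists.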
# RXFP1 antag: antagonists of human relaxin receptor RXFP1; actives 0.59% (n = 350,000); AID 1259400; activity change, negative = inhibition, % at 57.5 µM; Q9HBX9; HEK293-RXFP1, relaxin-stimulated cAMP HTRF, 30 min; stronger effect = lower value;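 active = activity change of -60% or lower, but not beyond a set lower limit; inconclusive = change between -60% and -40%, or beyond the set limit; inactive = change above -40%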; also: % is scaled to controls: 0 for no effect and ±100 for the full control effect
# TRHR PAM: TRH receptor (human) allosteric enhancement; enhancement, % at 2 µM; actives 0.66% (n = 360,000); TRHR cells, fluo-8 calcium fluorescence, EC20 TRH enhancement; P34981; AID 493056; in the data active = enhancement above about 30%; also: 0% is about no effect
#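 Enhancer read-out: after compound pinning and an initial kinetic agonist-mode read, an EC20 of TRH (10 nM final) was injected and fluo-8 calcium signal (Ex 480/Em 530) followed at 1 s/cycle for 100 cycles in TRHR-expressing cells.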
# * = called active by the depositor; ? = inconclusive; . = not tested or not shown; & = joins results of further samples. Unless noted, calls follow the shape of the dose curve; as a rule, active = well fitted curve in the direction sought with a large enough effect; inconclusive = small, poorly fitted or top-dose-only effect, or another doubt; inactive = no such curve, though single readings can be large; an effect the other way counts as inactive or inconclusive.
# Start of the listing, in advance:
SMILES,D1 PAM,D1 antagonist,RXFP1 ag,Apoferritin bind,D1 ag,D2 PAM,TRHR agonist,RXFP1 antag,TRHR PAM
CCOc1ccc(NC(=O)CSc2nnc(-c3ccoc3C)n2CC2CCCO2)cc1 (configuration not stated),1,19,1.6%,-7%,-3,0,-0.3,-5,-5
O=C(CSCc1ccccc1)N1CCc2ccccc21,-5,-4,0.4%,?,5,-3,0.1,-10,4
CCCCN(C(=O)CC1OC(=O)c2ccccc21)c1c(N)n(CCCC)c(=O)[nH]c1=O (configuration not stated),10,1,1.1%,.,0,-4,0.7,2,4
O=C(Cn1cc(C(F)(F)F)cc(Cl)c1=O)NCCc1ccc(Cl)cc1Cl,-3,-5,2.0%,-3%,2,3,0.0,-1,-3

# The list itself, previewed entries included:
SMILES,D1 PAM,D1 antagonist,RXFP1 ag,Apoferritin bind,D1 ag,D2 PAM,TRHR agonist,RXFP1 antag,TRHR PAM
CCOc1ccc(NC(=O)CSc2nnc(-c3ccoc3C)n2CC2CCCO2)cc1 (configuration not stated),1,19,1.6%,-7%,-3,0,-0.3,-5,-5
O=C(CSCc1ccccc1)N1CCc2ccccc21,-5,-4,0.4%,?,5,-3,0.1,-10,4
CCCCN(C(=O)CC1OC(=O)c2ccccc21)c1c(N)n(CCCC)c(=O)[nH]c1=O (configuration not stated),10,1,1.1%,.,0,-4,0.7,2,4
O=C(Cn1cc(C(F)(F)F)cc(Cl)c1=O)NCCc1ccc(Cl)cc1Cl,-3,-5,2.0%,-3%,2,3,0.0,-1,-3
NC(=S)N=Nc1c(O)n(CCCl)c2ccc(Cl)cc12,17,23,-2.1%,?,0,11,-0.7,-20,2
Cc1nccn1CC(O)COc1ccc([N+](=O)[O-])cc1 (configuration not stated),2,-7,-1.8%,3%,3,1,-2.0,-3,5
CCOc1ncccc1C(=O)Nc1nnc(C(CC)CC)s1,5,16,-1.4%,-22%,8,3,0.1,2,4
O=C(CSc1cccc2cccnc12)N1CCCC1,2,6,-2.2%,-7%,2,18,-0.6,-14,-6
O=C(NC1CCCCC1)c1cc(Cl)ccc1[N+](=O)[O-],-9,8,2.3%,-13%,0,5,0.3,2,-5
COc1ccccc1OCC#CCSc1ncccn1,5,1,-1.5%,-8%,2,-4,-0.8,-3,9
Cc1nc2ccc(Cl)cc2nc(C)/c1=N\O,2,1,0.3%,-21%,1,8,0.1,3,0
FC(F)(F)c1nc2ccccc2nc1N/N=C/c1ccc(Cl)cc1,3,-12,3.2%,-16%,4,-11,1.3,-6,0
CCCCC(=O)Oc1c(S(=O)(=O)c2ccccc2)c(C)nn1C(C)(C)C,-3,6,3.7%,-5%,4,.,-0.7,-12,0
Cc1ccc(NC(=O)COc2ccccc2C(=O)Nc2ccccc2)cc1Cl,-7,6,1.5%,-10%,14,-3,0.7,8,8
Cc1c(-c2n[nH]c(=S)n2-c2ccc(C(F)(F)F)cc2)nnn1-c1ccccc1,-5,13,2.0%,4%,0,13,-0.8,-14,-1
NC(=O)COC(=O)/C=C/c1ccccc1[N+](=O)[O-],0,-8,0.6%,-9%,-1,-4,-0.6,10,-2
Cc1nc2ccc(-n3ccc(=O)cc3)cc2s1,-1,12,1.7%,-4%,1,-2,0.2,12,-2
CCOC(=O)c1cnc2ccccc2c1Nc1ccc(N2CCOCC2)cc1,-1,3,0.0%,-3%,-2,-7,0.4,-10,-2
CC(C)(C)NC(=O)c1ccc2c(c1)N(CC(=O)N1CCN(c3ccccc3F)CC1)C(=O)C(C)(C)O2,-1,-5,2.3%,-8%,0,-9,0.2,28,-9
CC(C)(C)c1ccc(S(=O)(=O)NCCc2ccncc2)cc1,-6,-95*,0.5%,?,5,-16,-0.7,8,-3

# Ordered by the number under D1 antagonist (highest first): three from the list above.
SMILES	D1 antagonist
Cc1c(-c2n[nH]c(=S)n2-c2ccc(C(F)(F)F)cc2)nnn1-c1ccccc1	13
CC(C)(C)NC(=O)c1ccc2c(c1)N(CC(=O)N1CCN(c3ccccc3F)CC1)C(=O)C(C)(C)O2	-5
NC(=O)COC(=O)/C=C/c1ccccc1[N+](=O)[O-]	-8

# Later entries:
SMILES,D1 PAM,D1 antagonist,RXFP1 ag,Apoferritin bind,D1 ag,D2 PAM,TRHR agonist,RXFP1 antag,TRHR PAM
COc1ccc2ccccc2c1CN1CCN(C(=O)c2ccco2)CC1,.,4,3.6%,-6%,17,-27,-0.4,-9,-4
CC(C)/C=N\NC(=O)CCCCC(=O)N/N=C/C(C)C,-4,0,2.7%,6%,-1,-4,0.7,3,5
COc1ccc(CNC(=O)C2CCN(S(C)(=O)=O)CC2)cc1,0,-18,-0.6%,-1%,1,.,0.4,-22,7
O=C(Cc1ccccc1F)Nc1nc2ccccc2[nH]1,6,0,1.7%,0%,3,-4,0.4,3,20
COc1ccc(OC)c(CNC(=O)c2nn(C)c3c2CS(=O)(=O)c2ccccc2-3)c1,-4&-3,-17&-6,9.6%&-1.2%,5%&-6%,3&-2,11&-4,-0.7&-0.2,4&-2,6&7
COc1ccc(C(C(=O)NC2CCCC2)N(Cc2cccnc2)C(=O)Cc2cccs2)c(OC)c1 (configuration not stated),0,18,-0.6%,1%,0,.,-0.1,-2,-2
CC1(C)CC2(C)OC(=N)C1(C#N)C2(C#N)C#N (configuration not stated),1,-3,1.8%,7%,2,-6,0.4,26,-2
CCC(C)c1ccc(S(=O)(=O)N2CCN(C(=O)COc3ccc4c(C)cc(=O)oc4c3)CC2)cc1 (configuration not stated),-6,-3,-1.5%,?,2,12,-0.1,-5,2
CCC(CC)NC(=O)c1cccc([N+](=O)[O-])c1C,-3,-5,6.0%,7%,4,-4,-0.1,0,-4
O=C(CSc1nc(-c2ccccc2)cn1-c1ccccc1)Nc1ccccc1,2,18,0.5%,-8%,3,7,0.0,-3,-2
Cc1ccc(NC(=O)C2CC(=O)N/C(=N/N=C/c3ccco3)S2)cc1C (configuration not stated),-4,-83*,0.2%,-11%,3,-16,-0.3,-25,1
O=S(=O)(c1ccc(NC(=S)Nc2ccc(OC(F)F)cc2)cc1)N1CCOCC1,-5,0,3.4%,-2%,9,7,0.2,.,6
Cc1ccc(CNC(C)(C)CO)cc1,4,7,2.3%,3%,1,-16,0.0,-5,-3
Cc1nc(NCCc2ccc(F)cc2)c(C#N)c(C)c1[N+](=O)[O-],-10,10,2.0%,-6%,10,-3,-0.7,10,-6
COc1ccc(-c2cnc3nc(/N=C/N(C)C)nn3c2/N=C/N(C)C)cc1,-2,-1,-0.2%,-2%,0,8,0.5,7,-1
CCNC(=O)c1c(NC(=O)c2nc(S(=O)(=O)CC)ncc2Cl)sc2c1CCCC2,-3,-55*,?,-7%,13,.,-0.3,-31,-22
Cc1cc(NC(=O)CCC(=O)N(c2ccccc2)C2(C(=O)NC3CCCCC3)CCCC2)no1,1,-11,0.8%,?,7,6,0.5,-1,1
Cc1ccc2c(c1)cc(CN(Cc1ccc3c(c1)OCO3)C(=O)c1cnccn1)c1nnnn12,2,5,0.5%,?,2,-3,-0.4,0,-9
CCCS(=O)(=O)N1CC(=O)N(c2ccccc2C)C(C)(C(=O)NC2CCCCC2)C1 (configuration not stated),0,-10,1.3%,7%,0,-1,-0.2,-8,-2
NNc1nc2ccc(Cl)cc2s1,-7,-7,-0.6%,-19%,1,4,0.3,-15,5
CCN1CCC(C(=O)NC2CCCC2)(N(Cc2cccs2)C(=O)Cn2nnc3ccccc32)CC1,0,-13,1.2%,-5%,3,4,0.4,.,7
Cc1ccc(OCCn2ccnc2)c([N+](=O)[O-])c1,-4,4,2.0%,-5%,4,-10,0.2,4,10
COc1ccc(CNC(=O)Cc2ccc(NC(=O)N3CCSc4ncccc43)cc2)cc1,-1,-6,0.4%,-5%,1,4,0.4,-5,7
COc1cccc(-c2cc(C(=O)NCCCN3CCOCC3)no2)c1,-10,14,1.0%,-8%,-1,.,-0.1,-18,0
CN(c1cccc(NC(=O)CN(c2cccc(Cl)c2)S(=O)(=O)c2ccccc2)c1)S(C)(=O)=O,3,-1,-1.5%,-10%,6,-4,0.8,9,-13
NC(=O)CC(NC(=O)Cc1ccc(Br)cc1)c1ccc(N2CCC(N3CCCCC3)CC2)c([N+](=O)[O-])c1 (configuration not stated),2,-12,-0.4%,-18%,0,2,0.6,.,4
O=C1NCCN/C1=C\C(=O)c1cccc(Br)c1,-1,11,0.7%,-11%,4,16,0.0,8,1
CCn1c(C)nc2c(C)[n+](CC(=O)c3ccc(Br)cc3)ccc21,0,1,9.9%,-8%,3,-1,0.2,11,0
COc1ccc(CCN(C)C2CCCN(S(=O)(=O)C(C)C)C2)cc1OC (configuration not stated),-4,-19,2.7%,-8%,3,8,0.4,-2,0
Cc1cc(S(=O)(=O)Nc2ccc(C(=O)NCC(C)(C)N3CCOCC3)cc2)ccc1F,1,-8,0.2%,-14%,5,-7,-0.8,6,-1
O=C(Oc1ccc(-n2cnnn2)cc1)c1ccccc1,-4,-9,-1.2%,-12%,1,-3,0.8,-17,-1
Cc1ccc(NC(=O)Cc2nnc(SCC(=O)Nc3nncs3)n2C)cc1,-1,4,-6.4%,0%,0,4,0.0,6,6
COc1cccc(OCc2cc(C(=O)NCCc3cccc(C)n3)no2)c1,-3,4,2.0%,-17%,1,3,-1.1,-11,4
NC(=S)c1ccc(C(N)=S)o1,-4,6,0.4%,?,0,14,0.1,30,3
O=C(COc1ccccc1[N+](=O)[O-])N/N=C/c1ccc(OC(=O)c2ccco2)cc1,-5,-2,0.5%,-13%,7,.,0.2,-25,2
CCc1nc(SCC(=O)NC2CCCC2)c2c(=O)n(C)c(=O)n(C)c2n1,-2,4,8.4%,-5%,0,-6,0.4,-3,-1
Cn1c(SCC(=O)NCC2CCCO2)nc2scc(-c3ccccc3)c2c1=O (configuration not stated),0,2,3.1%,.,0,-13,-0.1,-11,-8
Cc1ccc(CSc2ncnc3c2cnn3Cc2ccccc2)cc1,0,.,0.1%,-22%,7,-5,1.7,0,11
Cn1c(=NC(=O)CS(=O)(=O)c2ccccc2)sc2ccccc21,-2,16,0.6%,.,0,-9,-0.9,-17,7
COc1cccc(-n2ccn(CC(=O)Nc3ccccc3F)c(=O)c2=O)c1,-4,-22,12%,4%,9,-7,0.4,7,10
O=C(CSc1nnnn1-c1cccnc1)Nc1cccc(Cl)c1,-5,-9,2.2%,3%,4,-10,-0.2,19,-3
CC(Sc1nnc(C2CC2)n1-c1ccccc1)C(=O)N1CCNC1=O (configuration not stated),-5,3,-0.6%,.,3,6,0.5,-30,-4
COc1cccc(NC(=O)CSc2nc(-c3ccccc3)nc3c2Cc2cc(Cl)ccc2O3)c1,-3,-15,12%,3%,0,16,0.7,-8,-3

# Not all compounds are listed; rates above refer to the full screens.
